JMJD2A Tudor = inhibitors of human JMJD2A Tudor domain | O75164 | AlphaScreen JMJD2A-Tudor / H3K4me3 peptide binding | Potency, µM (series often up to 114 µM), for inactives: at the top dose activity change, negative = inhibition, usual class: inhibitors | 4.4% of 390,000 active | AID 504339; further: potency means the concentration at half of the fitted maximal effect; on the % scale 0 is the no-effect control and ±100 the full control effect; nearly all actives have a fitted effect of over 50% in size
HP1b chromo inh = HP1-beta chromodomain-methylated histone interaction inhibition; P83916; AlphaScreen HP1-beta / biotin-H3K9me3 peptide binding; Potency, µM (top dose mostly 114 µM), inactives show top-dose activity change, negative = inhibition, usual class: inhibitors; 0.56% of 390,000 active; further: potency means the concentration at half of the fitted maximal effect; nearly all actives have a fitted effect of over 70% in size; inactives centre near 23
Target sequence (P83916 whole entry, looked up): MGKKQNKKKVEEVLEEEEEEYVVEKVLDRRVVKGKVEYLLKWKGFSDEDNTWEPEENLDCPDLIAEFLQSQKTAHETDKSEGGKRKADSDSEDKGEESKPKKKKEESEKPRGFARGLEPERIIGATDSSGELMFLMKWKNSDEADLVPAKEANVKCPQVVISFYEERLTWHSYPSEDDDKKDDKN
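HP1-beta protein (50 nM final) preincubated 30 min at room temperature with biotinylated H3(1-18)K9me3 peptide (50 nM) in PBS pH 7.4, 0.01% Tween-20, then compound added for 30 min. AlphaScreen streptavidin donor/nickel chelate acceptor beads (10 ug/mL final), 30 min dark, luminescence read.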
G9a inh = blocks human histone lysine methyltransferase G9a; Q96KQ7; G9a H3K9 monomethylation, AlphaScreen, 2 h; Potency, µM (doses to about 102 µM), inactives show top-dose activity, negative = inhibition, usual class: inhibitors; 8.8% of 350,000 active; further: potency means the concentration at half of the fitted maximal effect; on the % scale 0 is the no-effect control and ±100 the full control effect; nearly all actives have a fitted effect of over 75% in size
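Chemiluminescent proximity detection of H3K9 monomethylation, read after 10 min bead incubation in the dark. Reaction: 20 nM G9a, 500 nM biotin-H3K9 peptide, 20 uM SAM cofactor, 2 h, room temperature, following 15 min enzyme-compound preincubation.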
BAZ2B block = blocks human BAZ2B; Q9UIF8; AlphaScreen BAZ2B-H3K14Ac peptide displacement; Potency, µM (titrated, usually from 114 µM), for inactives: at the highest dose activity change, negative = inhibition, actives largely listed as inhibitors; 4.4% of 360,000 active; further: potency means the concentration at half of the fitted maximal effect; on the % scale 0 is the no-effect control and ±100 the full control effect; nearly all actives have a fitted effect of over 60% in size
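BAZ2B 50 nM plus b-H3(5-23)K14Ac 50 nM, PBS pH 7.4/0.01% Tween-20, 30 min RT; compound added (max 110 uM), 30 min RT; streptavidin donor/Ni-chelate acceptor beads 10 ug/mL final, 20 min dark; AlphaScreen read.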
12-LOX inh = ALOX12 (human) lipoxygenase inhibition | P18054 | purified 12hLO, xylenol orange hydroperoxide absorbance | Potency, µM (highest dose often 108 µM), without a hit: at the top dose activity change, negative = inhibition, actives largely listed as inhibitors | 1.1% of 580,000 active; further: potency means the concentration at half of the fitted maximal effect; on the % scale 0 is the no-effect control and ±100 the full control effect
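Purified human 12hLO (150 nM final) in 25 mM Hepes, 0.01% Triton X-100, pH 7.0 was preincubated 15 min at room temperature with compound. Then 40 uM arachidonic acid was added, 30 min. Hydroperoxide was read by Fe-XO absorbance ratio 573/405 nm.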
ERG-DNA inh = ERG Ets/DNA interaction inhibition | fluorescence polarization, His-ERG Ets domain / labelled DNA | Potency, µM (top dose mostly 76.9 µM), for inactives: at the top dose FP activity, negative = inhibition, most hits filed as inhibitors | 0.028% of 370,000 active | AID 624246; active means well fitted inhibition curve with a large enough effect in the polarisation, with a control signal flat; inconclusive means small, poorly fitted or top-dose-only effect, or effect the other way, or a change in a side signal; inactive means no such curve, though single readings can be large or run the other way; the % refers to the polarisation;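 further: polarization taken with two DNA probes labelled with fluorescein and Texas red; potency means the concentration at half of the fitted maximal effect; % of control where 0% means no effect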
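His-tagged ERG Ets domain (1 uM in the protein solution; 300mM KCl, 50mM Tris-HCl, 1mM EDTA, 1mM DTT, pH 7.5) received compound, then a probe mix of 5 nM fluorescein-DNA and 100nM Texas-615-DNA. Fluorescence polarization was read for both dyes.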
PI4K2A inh = PI4K2A (human) kinase inhibition. Q9BTU6. AID 1346378. purified PI4K2A, ADP-Glo luminescence, 1 h; active compounds read low. 0.13% of 420,000 active. activity change, negative = inhibition, % at 76.9 µM; in the data active means activity change below about -50%; inconclusive means mostly about -30% to -49%;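 further: -100% = wells without enzyme as full effect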
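Compounds are screened against recombinant PI4K2A using PI as substrate and ATP, the latter dispensed at 300 microM. Reactions run one hour at ambient temperature before ADP-Glo detection; full inhibition defined by wells lacking enzyme.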
RGS4 inh = inhibitors of human regulator of G protein signaling 4; P49798; Transcreener GDP fluorescence polarization, RGS4-accelerated GTP hydrolysis; Potency, µM (doses to about 114 µM), inactives show at the top dose activity change, negative = inhibition, usual class: inhibitors; 0.039% of 390,000 active; further: potency means the concentration at half of the fitted maximal effect; on the % scale 0 is the no-effect control and ±100 the full control effect; nearly all actives have a fitted effect of over 75% in size; some results filed as inactive show a strong effect at the top dose
Target sequence (P49798 whole entry, looked up): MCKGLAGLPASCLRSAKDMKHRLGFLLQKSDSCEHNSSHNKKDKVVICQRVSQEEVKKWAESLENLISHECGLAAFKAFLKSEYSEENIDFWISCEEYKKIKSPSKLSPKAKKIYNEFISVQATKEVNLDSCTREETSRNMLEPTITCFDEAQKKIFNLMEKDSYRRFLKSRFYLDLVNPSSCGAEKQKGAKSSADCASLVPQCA
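MLSMR compounds (23 nl, pin-transferred) preincubated 10 min at room temperature with a 500nM (2x) first reagent, then RGS4 at 900nM (2x) plus Transcreener GDP mix added; fluorescence polarization (620/688 nm) read before and after 90 min at 30 °C.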
GLS inh = glutaminase GLS (human) inhibition; GLS enzymatic activity, qHTS titration; Potency, µM (highest dose often 45.5 µM), for the others: at the highest dose activity change, negative = inhibition, hits mostly inhibitors; 0.21% of 410,000 active; AID 624170; further: potency means the concentration at half of the fitted maximal effect; on the % scale 0 is the no-effect control and ±100 the full control effect
Target sequence (O94925 whole entry, looked up): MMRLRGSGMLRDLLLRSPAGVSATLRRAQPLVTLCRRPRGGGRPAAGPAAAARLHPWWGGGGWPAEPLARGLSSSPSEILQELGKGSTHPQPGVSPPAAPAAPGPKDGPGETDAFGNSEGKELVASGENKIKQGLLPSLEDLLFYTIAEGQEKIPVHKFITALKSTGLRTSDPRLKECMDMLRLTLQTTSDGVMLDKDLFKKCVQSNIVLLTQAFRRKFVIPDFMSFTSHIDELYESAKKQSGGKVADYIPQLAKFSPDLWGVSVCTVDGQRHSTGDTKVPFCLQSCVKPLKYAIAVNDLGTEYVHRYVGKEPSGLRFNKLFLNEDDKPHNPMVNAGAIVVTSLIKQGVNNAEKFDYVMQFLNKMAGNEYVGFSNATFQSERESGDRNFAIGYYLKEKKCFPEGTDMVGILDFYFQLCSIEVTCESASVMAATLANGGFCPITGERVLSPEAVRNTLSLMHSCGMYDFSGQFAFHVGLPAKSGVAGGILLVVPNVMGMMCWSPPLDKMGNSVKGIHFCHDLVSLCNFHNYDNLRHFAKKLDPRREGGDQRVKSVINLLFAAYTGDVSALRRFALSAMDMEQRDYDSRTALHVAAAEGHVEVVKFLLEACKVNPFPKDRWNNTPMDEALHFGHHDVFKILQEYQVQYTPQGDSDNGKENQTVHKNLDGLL
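Glutamate formation by hKGA was monitored fluorometrically using coupled glutamate oxidase, HRP and Amplex Red. Substrate was added as 1 mM L-glutamine solution; incubation was 30 min at RT after an initial read.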
An asterisk follows results filed as active; ? = inconclusive; · = no result given; [ ] = dose if it differs, or a comment. Unless noted, the call rests on the fitted dose curve; in most records, active means well fitted curve in the direction sought with a large enough effect; inconclusive means small, poorly fitted or top-dose-only effect, or another doubt; inactive means no such curve, though single readings can be large; an effect the other way counts as inactive or inconclusive. A portion of the library; count on the stated rates, not on these rows.

JMJD2A Tudor,HP1b chromo inh,G9a inh,BAZ2B block,12-LOX inh,ERG-DNA inh,PI4K2A inh,RGS4 inh,GLS inh,SMILES
-3%,27%,13%[0.0925 µM],-12%,-2%,-4%,-6,-9%,16%,Cc1ccc(NC(=O)C2CCN(S(=O)(=O)c3ccc4c(c3)NC(=O)C(C)S4)CC2)cc1Cl (stereo not drawn)
?,-22%,?,-31%,32µM*,8%,-6,?,-2%,Cc1ccc(/C=C2/NC(=O)N(Cc3ccccc3)C2=O)o1
-6%,31%,?,-17%,-14%,1%,0,12%,15%,COc1cccc(CC(=O)Nc2cc(C(F)(F)F)ccc2N2CCCC2)c1
-18%,32%,-7%,2%,-28%,8%,0,10%,-2%,COC(=O)c1cc(NC(=O)CN2CCOCC2)cc(C(=O)OC)c1
-15%,24%,-10%[59 µM],-4%,-17%,3%,-1,2%,-1%,CCc1cccc(CC)c1NC(=O)COC(=O)CC1c2ccccc2CCN1S(=O)(=O)c1ccc(F)cc1 (stereo not drawn)
1%,54%[activator],5%,-8%,-22%,2%,1,-7%,-4%,Cc1ccc2nc3c(cc(C(=O)NC4CCCC4)c(=N)n3C3CCCCC3)c(=O)n2c1
-9%,35%,·,·,1%,-2%,0,3%,0%,CCOC(=O)[C@@H]1[C@H]2COc3ccc(Br)cc3[C@H]2N2C(=O)N(c3ccc(C)cc3)C(=O)[C@@]12C
-6%,18%,-9%[59 µM],-6%,1%,-1%,4,-5%,17%,Cc1c(NC(=O)C(C)OC(=O)c2cccnc2)c(=O)n(-c2ccccc2)n1C (stereo not drawn)
35µM*,2%,13µM*,?,-14%,-1%,1,42%,5%,CCN1C(C(=O)c2ccccc2)=C(OC(=O)COc2ccccc2)c2ccccc2S1(=O)=O
-26%,22%,·,·,-6%,-9%,-3,11%,1%,COC(=O)C1=C(C(=O)OC)[C@@H]2N(Cc3ccccc3)c3ccccc3[C@@]23C[C@@H](C(=O)OC)N(C(=O)NC2CCCCC2)C3=N1
1%,15%,1%[12.7 µM],32%[activator],3%,-8%,3,-22%,-4%,Cc1cccc(NC(=O)NC2(C)CCS(=O)(=O)C2)c1 (stereo not drawn)
-15%,37%,-4%,-15%,-9%,-8%,3,16%,6%,CC1CCc2onc(C(=O)O)c2C1 (stereo not drawn)
?,-12%,16µM*,50µM*,?,-11%,2,-34%,-7%,Cc1ccc(CCCOC(=O)C[N+]2(C)CCCC2)cc1
-21%,27%,-3%,4%,11%,-2%,-3,15%,-2%,CCOc1ccc(NC(=O)c2cccc3ccccc23)cc1
-14%,6%,·,-4%,?,1%,5,13%,0%,CCOc1ccc(C(=O)NN2C(=S)NC(C)(C)C=C2C)cc1
?,?,·,·,?,-9%,-12,3%,13%,CCc1sc(C(=O)Nc2ccc3c(c2)OCO3)cc1C
-20%,68%[activator],·,·,?,-6%,0,-7%,-3%,CCN(C[C@H]1N[C@@](CC)(C(=O)OC)[C@H]2C(=O)N(C)C(=O)[C@@H]12)C(=O)c1ccccc1
-15%,50%[activator],22%[59 µM],-34%,?,2%,4,-13%,-4%,CCC(=O)Nc1nc(C)c(C(=O)Nc2cccc(Cl)c2)s1
37%[activator],88%[activator],110%[activator],19%,249%[activator],-1%,-1,6%,-2%,O=S(=O)(c1ccc(F)cc1)N1CCCN(c2nccc(C(F)(F)F)n2)CC1
25µM*,-17%,?,?,?,-4%,-7,13%,-5%,COc1ccccc1-n1c(SCC(=O)c2ccc(O)cc2O)nc2cc([N+](=O)[O-])ccc21

An excerpt from above in order of length of the SMILES, highest first.
JMJD2A Tudor,HP1b chromo inh,G9a inh,BAZ2B block,12-LOX inh,ERG-DNA inh,PI4K2A inh,RGS4 inh,GLS inh,SMILES
-9%,35%,·,·,1%,-2%,0,3%,0%,CCOC(=O)[C@@H]1[C@H]2COc3ccc(Br)cc3[C@H]2N2C(=O)N(c3ccc(C)cc3)C(=O)[C@@]12C
37%[activator],88%[activator],110%[activator],19%,249%[activator],-1%,-1,6%,-2%,O=S(=O)(c1ccc(F)cc1)N1CCCN(c2nccc(C(F)(F)F)n2)CC1
-21%,27%,-3%,4%,11%,-2%,-3,15%,-2%,CCOc1ccc(NC(=O)c2cccc3ccccc23)cc1

Next section.
JMJD2A Tudor,HP1b chromo inh,G9a inh,BAZ2B block,12-LOX inh,ERG-DNA inh,PI4K2A inh,RGS4 inh,GLS inh,SMILES
-15%,6%,20%[59 µM],-12%,-25%,2%,1,13%,-5%,Cc1ccc(Cl)cc1N1CCN(C(=O)C2CCN(S(=O)(=O)c3cn(C)cn3)CC2)CC1
-11%,22%,8%[12.7 µM],3%,-5%,-2%,7,-5%,-7%,COc1ccc(NC(=O)COC(=O)CC2CCCCC2)cc1
-27%,5%,-6%[59 µM],-33%,0%,1%,0,-11%,11%,Cc1ccc(C)c(N2CCN(C(=O)CCCCn3c(=O)[nH]c4ccccc4c3=O)CC2)c1
?,40µM*,5µM*,35µM*,22µM*,20%,-16,-28%,-23%,O=C(/C=C/c1ccc(O)c(O)c1)c1ccc(S(=O)(=O)N2CCCCCC2)cc1
-18%,17%,·,·,?,-10%,-2,13%,0%,COc1ccc(NC(=O)COc2ccc3c(c2)CCC3)cc1S(N)(=O)=O
-19%,40%[activator],-3%[59 µM],-36%,-26%,3%,-2,5%,-3%,CC(C)[C@H](NC(N)=O)C(=O)NNC(=O)COc1cccc(C(F)(F)F)c1
-26%,20%,12%[59 µM],5%,-25%,0%,3,7%,1%,CCN1C(=O)c2ccccc2S(=O)c2ccc(C(=O)N3CCN(c4ccc(F)cc4)CC3)cc21 (stereo not drawn)
73%[activator],121%[activator],78%[activator][59 µM],108%[activator],-2%,2%,-4,-1%,7%,CCCN(C(=O)CCc1nc(-c2ccccc2F)no1)c1ccc(CC)cc1
1%,39%,-18%[59 µM],-3%,20%,-6%,1,4%,0%,Cc1ccc(NC(=O)c2c(-c3ccccc3)noc2C)nc1
20%,68%[activator],53%[activator],7%,-2%,-9%,6,-25%,-6%,Cc1nc(N2CCCCC2)c2c(C)c(C(=O)Nc3ccccc3C(F)(F)F)sc2n1
-14%,19%,-8%,1%,-9%,-9%,-2,1%,4%,COc1ccc(C(=O)NCCCCCC(=O)N/N=C/c2ccco2)cc1OC
20µM*,-13%,?,?,-1%,-8%,3,19%,21%,Cc1nn(-c2ccccc2)c(C)c1/C=N/N1CCN(c2ccccc2)CC1
3%,9%,28%[12.7 µM],-8%,0%,3%,2,3%,-3%,CCC(=O)Nc1cccc(NC(=O)CSc2nnc(-c3ccc(NS(C)(=O)=O)cc3)n2CC)c1
-25%,-3%,-4%,?,47%,0%,4,-11%,8%,CCOc1ccc(N2C(=O)/C(=C/c3cc(OC)c(OC)c(OC)c3)N(CC(=O)OC)C2=S)cc1
32%,104%[activator],·,-2%,0%,1%,-5,17%,-3%,CCCCOc1ccc(S(=O)(=O)N2CCCCC2)cc1
-9%,23%[57 µM],0%[59 µM],1%,-19%,2%,-4,-6%,3%,COc1ccc(-n2c(SCC(=O)N3CCc4ccccc43)nc3c([nH]c4ccccc43)c2=O)cc1
-25%,16%,-15%[0.0925 µM],-7%,9%,4%,-4,3%,0%,CC/C(C)=C1\SC(N2CCN(C(C)=O)CC2)=NC1=O
0%,50%[activator],-11%,4%,0%,-14%,6,-12%,-1%,CC(C)c1ccc(NC(=O)c2ccc3c(c2)CCN3S(C)(=O)=O)cc1
-12%,65%[activator],24%,-16%,-4%,-12%,9,-24%[11.4 µM],-5%,Cc1ccccc1COC(=O)CCCC1=NS(=O)(=O)c2ccccc2N1
-11%,18%,-62%[12.7 µM],-25%,223%[activator],13%,-2,2%,11%,CCCOc1ccc(C(CC(=O)O)NC(=O)C(c2ccccc2)c2ccccc2)cc1 (stereo not drawn)
-7%,40%[activator],?,24%,-18%,10%,-1,8%,3%,Cc1ccc(S(=O)(=O)NN2C(=O)c3ccccc3NC2(C)C)cc1
-22%,30%,-36%[59 µM],3%,0%,-12%,2,-26%,-7%,COCC(=O)Nc1nnc(C2CCCCC2)s1
-9%,49%[activator],-2%,?,13%,0%,-3,2%,-5%,CC(C)Oc1ccc(C(=O)Nc2ccc3c(c2)n(C)c(=O)n3C)cc1
-14%,53%[activator],13%[59 µM],-1%,-1%,-3%,1,-23%,3%,Cc1ccccc1NC(=O)CSc1nc2c(c(-c3ccco3)c1C#N)CCCC2
-15%,16%,?,3%,0%,-7%,-3,-10%,-16%,O=C(NCc1ccco1)C1CN(S(=O)(=O)c2ccccc2)CCN1S(=O)(=O)c1ccccc1 (stereo not drawn)
-24%,42%[activator],·,·,-5%,0%,1,15%,-2%,C[C@H](CO)N1C[C@H](C)[C@@H](CN(C)S(=O)(=O)c2cccs2)Oc2ccc(NS(=O)(=O)c3cn(C)cn3)cc2C1=O
-15%,15%[57 µM],-2%[59 µM],0%,?,3%,2,18%,9%,Cc1ccc(/C=C/c2onc(C)c2S(=O)(=O)N2CCC(C(=O)Nc3cc(C)ccc3C)CC2)cc1
31%,38%[activator],·,0%,2%,2%,5,-3%[11.4 µM],-6%,Cc1ccc(-c2cc(C(=O)N3CCCc4ccccc43)no2)cc1
-10%,10%,-38%,-6%,-8%,·,0,16%,0%,COC(=O)c1sc(Nc2ccccc2)nc1C
17%,65%,22%[12.7 µM],7%,·,2%,-15,?,9%,Cc1csc2nc(CSc3ccc(Cl)cc3)cn12
